From PubChem
USP2a inh – blocks human ubiquitin-specific protease USP2a; USP2 core, Ub-CHOP2 coupled fluorogenic reporter, 485/531; Potency, µM (top dose mostly 38.3 µM), inactives show at the top dose activity change, negative = inhibition, hits mostly inhibitors; O75604; actives 0.01% (n = 330,000);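 note: potency is the fitted concentration of half-maximal effect; plate controls were DMSO wells for no effect and full inhibition by NEM control for full effect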
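USP2 core (10nM final) preincubated 30min RT with compound in 20mM Tris-HCl pH 8.0, 2mM CaCl2, 2mM beta-mercaptoethanol, 0.05% CHAPS; 25nM Ub-CHOP2 plus 25nM reporter substrate added, fluorescence (Ex485/Em531) read after 60min.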
TSG101-PTAP inh – blocks PTAP/TSG101 interaction to inhibit HIV-1 budding; Q99816; Fluorescence polarization, FITC-PTAP peptide / Tsg101 binding; Potency, µM (series often up to 115 µM), for the others: at the highest dose activity change, negative = inhibition, usual class: inhibitors; 340,000 tested, under 10 active; active = well fitted inhibition curve with a large enough effect in the main read-out, with a control signal flat, not every such curve was filed as active; inconclusive = small, poorly fitted or top-dose-only effect, or effect the other way, or a change in a side signal; inactive = no such curve, though single readings can be large or run the other way; note: potency is the fitted concentration of half-maximal effect; % of control where 0% means no effect
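FP read-out: FITC-PTAP peptide, 50 nM final, binding Tsg101 binding domain, 10 uM final; 20 min, r.t.; 10 mM HEPES pH 7.5, 0.15 M NaCl, 0.01% Tween 20, 3 mM EDTA, 0.1 mM TCEP.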
p53 reactivation – re-activators of mutant p53. AID 504706. actives 0.063% (n = 320,000). Potency, µM (top dose mostly 92.2 µM), inactives show at the highest dose activity change, positive = activation, actives largely listed as activators. H1299 p53-A138V BP100-luciferase reporter, luminescence, 24 h; note: potency is the fitted concentration of half-maximal effect; % of control where 0% means no effect; nearly all actives have a fitted effect of over 45% in size
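H1299 (p53-null), stable ts p53-A138V + BP100-Luc; 1000 cells/well, Opti-MEM/10% FBS; cpd 4 pt, 1:5; 24 h, 37 deg C, 5% CO2; detection reagent 10 min RT; luminescence.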
a7 integrin act – activators of alpha7 integrin expression for muscular dystrophy; actives 0.064% (n = 350,000); AID 624291; Potency, µM (highest dose often 38.3 µM), for the others: at the top dose activation, hits mostly activators; alpha7betagal myoblasts, beta-gal FDG fluorescence, 48 h;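 note: potency is the fitted concentration of half-maximal effect; 100% = response of the positive control SU9516; nearly all actives have a fitted effect of over 60% in size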
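Alpha7betagal+/- myoblasts (passage 13) were plated 16-24 hr, then exposed to compounds (1:260 dilution of DMSO stock) for 48 hours at 37C. After MPER lysis, β-galactosidase reporter activity was read as FDG fluorescence (ex 480/em 540) after 30 minutes.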
BRCA1 expr act – increases BRCA1 expression; MCF7-BRCA1-FFLuc reporter, luminescence, 48 h; response scale: scaled: vehicle 0%, 10 µM genistein 100%; Potency, µM (titrated, usually from 46.1 µM), for the others: at the highest dose activation, usual class: activators; actives 1.1% (n = 380,000); note: potency is the fitted concentration of half-maximal effect; nearly all actives have a fitted effect of over 80% in size; some results filed as inactive show a strong effect at the top dose
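Using MCF7 cells harboring a BRCA1 firefly luciferase reporter, plated 2 h before compound pinning, the screen measured luminescence after 48 h incubation. Responses were normalized to DMSO and 10 microM genistein, then fitted for concentration-effect.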
ELG1 genotox – genotoxicity induction in ELG1-luciferase HEK293T cells. HEK293T ELG1-luciferase reporter, luminescence, 16 h. actives 1.3% (n = 330,000). Potency, µM (highest dose often 46 µM), without a hit: at the top dose activity change, positive = activation, actives largely listed as activators; note: potency is the fitted concentration of half-maximal effect; % of control where 0% means no effect; nearly all actives have a fitted effect of over 60% in size
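HEK293T cells expressing luciferase-tagged ELG1 were treated with compound or DMSO for 16 hr at 37°C. Luciferase activity was then read after 30 min with ONE-Glo at room temperature; rising signal flags genetic stress.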
B2AR arrestin – beta2AR (human) beta-arrestin recruitment activity. P07550. actives 0.02% (n = 330,000). AID 492947. Potency, µM (highest dose often 46.1 µM), for the others: top-dose activation, hits mostly activators. beta-arrestin recruitment to beta2AR, cell-based reporter;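 note: potency is the fitted concentration of half-maximal effect; 0% = DMSO controls and full agonism = EC100 isoproterenol or metaproterenol; nearly all actives have a fitted effect of over 65% in size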
Target sequence (P07550 whole entry, looked up): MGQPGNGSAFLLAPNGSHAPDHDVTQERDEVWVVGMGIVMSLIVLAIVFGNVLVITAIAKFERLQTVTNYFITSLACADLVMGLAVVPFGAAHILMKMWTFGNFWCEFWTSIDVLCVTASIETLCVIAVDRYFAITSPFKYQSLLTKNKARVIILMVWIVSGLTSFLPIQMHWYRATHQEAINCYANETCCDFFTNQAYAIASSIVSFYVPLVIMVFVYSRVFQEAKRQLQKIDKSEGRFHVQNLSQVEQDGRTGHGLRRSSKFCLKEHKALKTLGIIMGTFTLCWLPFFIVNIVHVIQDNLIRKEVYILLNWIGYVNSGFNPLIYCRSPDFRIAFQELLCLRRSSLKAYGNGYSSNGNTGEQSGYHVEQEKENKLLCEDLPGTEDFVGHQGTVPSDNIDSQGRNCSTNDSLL
ASM inhibitor – blocks human secretory acid sphingomyelinase. P17405. placental ASM, HMU-PC fluorogenic substrate, 60 min. Potency, µM (titrated, usually from 57.5 µM), for the others: top-dose activity change, negative = inhibition, hits mostly inhibitors. actives 0.006% (n = 340,000); note: potency is the fitted concentration of half-maximal effect
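qHTS format. ASM enzyme prepared from human placenta hydrolyses the fluorogenic substrate HMU-PC0 (9 uM final) over 60 min at 37 °C after a 10 min compound preincubation.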
uPA generation – inhibitors of cell surface uPA generation | Potency, µM (top dose mostly 38.3 µM), for the others: at the highest dose activity change, negative = inhibition, actives largely listed as inhibitors | actives 0.31% (n = 330,000) | AID 540303 | cell surface uPA generation assay, qHTS; active = well fitted inhibition curve with a large enough effect; inconclusive = small, poorly fitted or top-dose-only effect; inactive = no such curve, though single readings can be large or run the other way; tested in mouse RAW 264.7 cells; note: potency is the fitted concentration of half-maximal effect; % is set by controls: 0 for no effect and ±100 for the full control effect; nearly all actives have a fitted effect of over 55% in size
TRPV1 agonist – human TRPV1 agonism; AID 540275; actives 0.19% (n = 320,000); Q8NER1; activation, % at 8.33 µM; TRPV1-expressing cells, Fluo-8 calcium influx, agonist mode; in the data active = activation above about 80%; inconclusive = between about 30% and that limit; note: 0% is about no effect
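Cells expressing TRPV1 were dye-loaded with Fluo-8 and read kinetically: 10 s baseline, 3 min after compound (agonist portion), then 2 min after EC20 capsaicin (allosteric enhancer portion). Calcium-bound dye fluorescence at 480/520 nm.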
Eya2 phos inh – blocks the phosphatase activity of human Eya2; AID 488837; recombinant Eya2, OMFP fluorescence dephosphorylation (OMFP is methylfluorescein phosphate); actives 0.006% (n = 330,000); Potency, µM (series often up to 76.9 µM), without a hit: at the highest dose activity, negative = inhibition, usual class: inhibitors; O00167; note: potency is the fitted concentration of half-maximal effect; % is set by controls: 0 for no effect and ±100 for the full control effect
Target sequence (O00167 whole entry, looked up): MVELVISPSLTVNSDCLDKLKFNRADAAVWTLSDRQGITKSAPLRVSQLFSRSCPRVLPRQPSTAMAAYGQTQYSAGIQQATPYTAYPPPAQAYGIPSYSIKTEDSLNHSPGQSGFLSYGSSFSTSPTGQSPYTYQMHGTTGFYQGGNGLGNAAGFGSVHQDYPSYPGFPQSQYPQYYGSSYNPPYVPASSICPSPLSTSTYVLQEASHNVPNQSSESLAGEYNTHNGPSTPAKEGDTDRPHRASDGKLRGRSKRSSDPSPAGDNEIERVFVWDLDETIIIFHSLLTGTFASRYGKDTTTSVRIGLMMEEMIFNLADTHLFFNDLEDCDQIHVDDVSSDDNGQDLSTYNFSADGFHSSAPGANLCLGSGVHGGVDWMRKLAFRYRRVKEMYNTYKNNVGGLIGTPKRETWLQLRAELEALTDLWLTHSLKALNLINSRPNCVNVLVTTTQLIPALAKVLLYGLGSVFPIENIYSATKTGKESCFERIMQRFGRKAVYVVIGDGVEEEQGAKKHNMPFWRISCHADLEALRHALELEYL
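Eya2 (0.2 uM) preincubated 10 min at ambient with compound, then OMFP substrate added at 50 uM; 10 min reaction in 50 mM HEPES pH 7.5, 50 mM NaCl, 5 uM MgCl2, 0.05% BSA, 1 mM DTT. Fluorescence read at Ex 485/Em 525 nm.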
* hit, by the source's call; ? = inconclusive; nt = no result given; [ ] = dose if it differs, or a comment. Unless noted, calls come from the whole dose curve; as a rule, active = well fitted curve in the direction sought with a large enough effect; inconclusive = small, poorly fitted or top-dose-only effect, or another doubt; inactive = no such curve, though single readings can be large; an effect the other way counts as inactive or inconclusive.

Every second line gives: ELG1 genotox | uPA generation | a7 integrin act | BRCA1 expr act | B2AR arrestin | TRPV1 agonist | TSG101-PTAP inh | Eya2 phos inh | ASM inhibitor | USP2a inh | p53 reactivation
COc1ccccc1C(=O)Nc1ccc2c(c1)n(C)c(=O)n2C
→ ? | -8% | 1% | 0% | 4.3% | 2 | -1% | -12% | -1% | 0% | nt
Cc1cc(-n2c(C)cc(C(=O)CSc3nnnn3-c3ccc(Cl)cc3)c2C)no1
→ -1% | 5% | 10% | -29% | 0.3% | -1 | -1% | -18% | -1% | 3% | -8%
O=C(O)CN1CCOCCOCCN(CC(=O)O)CCOCCOCC1
→ -2% | nt | nt | nt | 0.0% | -2 | nt | 16% | nt | 0% | -4%
CCN1C(=O)N[C@@H](CCc2ccccc2)C(C(C)=O)=C1C
→ nt | 5% | -8% | 7% | nt | nt | -5% | nt | 2% | nt | nt
COc1ccccc1NC(=S)NC(NC(=O)c1ccco1)C(Cl)(Cl)Cl (centres undefined)
→ 3% | 4% | 16% | 2% | 0.3% | 21 | -1% | 4% | nt | 0% | -6%
Nc1ncc2c(n1)CCN(c1ccc([N+](=O)[O-])cc1)C2
→ 6% | -2% | 2% | 3% | 2.4% | -1 | -3% | -9% | -6% | 1% | -4%
COc1ccc(CC(=O)NNC2=Nc3cccc4cccc2c34)cc1OC
→ -3% | 7% | -11% | -32% | -0.5% | ? | 2% | -20% | 32% | -3% | -3%
O=C(OCC1OC(n2cnc3c(N(C(=O)c4ccccc4)C(=O)c4ccccc4)ncnc32)C(O)C1F)c1ccccc1 (centres undefined)
→ -10% | nt | -25% | -32% | 0.9% | 0 | -2% | 20% | -3% | 3% | 8%
COc1ccc(/C=C2\Sc3ccc(C(=O)NCCN4CCCCCC4)cc3N(C)C2=O)cc1
→ 0% | 1% | -50%[inhibitor] | -29% | -0.1% | -3 | -1% | 3% | -5% | 4% | 4%
CC1CCC(NC(=O)CCCCn2c(=O)[nH]c3ccsc3c2=O)CC1 (centres undefined)
→ 3% | 5% | 26% | -12% | -0.1% | 3 | -5% | -13% | 5% | 1% | -1%
Cc1cc(-c2ccccc2)n2ncc(C#N)c2n1
→ 7% | -7% | 4% | -9% | -2.7% | 0 | -1% | -27% | 46%[activator] | 0% | -5%
O=C(CCc1nnc(-c2ccc3c(c2)OCO3)o1)NCCc1ccccc1F
→ 1% | 3% | -14% | 7% | -0.3% | 1 | -5% | 7% | 2% | -2% | 10%
Cc1nc(SCC(=O)Nc2c(C)n(C)n(-c3ccccc3)c2=O)c(C#N)c(C)c1C
→ 0% | -19% | 9% | 4% | 0.0% | 1 | -4% | ? | 9% | 0% | -3%
CCOc1ccc(NC(=O)COC(=O)Cn2cnnn2)cc1OCC
→ 1% | nt | -17% | 2% | -0.1% | -5 | -3% | 7% | 1% | 0% | 7%
CN(Cc1c(C(=O)N/N=C/c2c(F)cccc2Cl)nnn1-c1nonc1N)c1ccccc1
→ -1% | -15% | 13% | 0% | 3.4% | 10 | 0% | -2% | -10% | -12% | 17%
Cc1ccc(C(=O)O/N=C(\N)c2ccc(Br)cc2)cc1
→ 13µM* | -1% | 25% | ? | -0.1% | 16 | 0% | 7% | 4% | 0% | ?
O=C(CN1CCN(c2ccccn2)CC1)Nc1cccc(S(=O)(=O)N2CCCC2)c1
→ -7% | -16% | 23% | -24% | 0.5% | 0 | -3% | -3% | -4% | 0% | -1%
COc1ccc(C)cc1NC(=O)C1CCN(S(=O)(=O)c2ccc3c(c2)NC(=O)CO3)CC1
→ -7% | -15% | 5% | -6% | 0.0% | 4 | -2% | -9% | 0% | 0% | 1%
CCC1(C)CC(c2nc(-c3ccc(OC)cc3)cs2)CCS1 (centres undefined)
→ 0% | 11% | -24% | 18% | -0.4% | -10 | ? | -6% | -4% | -1% | 13%
CC(=O)Nc1nc(SCc2ccc(Cl)cc2Cl)n[nH]1
→ 3% | 4% | 6% | 62% | -0.1% | 12 | -3% | 5% | 0% | -1% | 41%
O=C(N/N=C/c1ccccc1C(=O)O)c1cccc(S(=O)(=O)N2CCCCC2)c1
→ -2% | 1% | -34% | 1% | -0.5% | 15 | -10% | -8% | 2% | 3% | 7%
O=C(COC(=O)C1(c2ccc(Cl)cc2)CCCC1)N1CCc2ccccc21
→ -5% | 9% | 34% | -64% | 0.3% | 3 | -13% | -1% | -3% | 3% | 11%
COc1cc(OC)nc(/N=C/N(C)C)n1
→ -1% | 0% | -18% | 2% | -0.3% | -1 | 1% | -16% | -1% | 1% | 13%
CCC(C)C(N=C1NS(=O)(=O)c2ccccc21)C(=O)N1CCC(C)CC1 (centres undefined)
→ -3% | 4% | 24% | -4% | -2.1% | -3 | -6% | -26% | -2% | 1% | -5%
O=C(/C=C/c1ccc(Cl)cc1)NC(=S)Nc1ccc(C(=O)O)cc1
→ 5% | 6% | -21% | -4% | -0.4% | -1 | -5% | 17% | 1% | 2% | -5%
CC(=O)c1cc2c(C)c(C(=O)c3ccccc3)oc2cc1O
→ ? | -5% | 17% | ? | -0.3% | 21 | -9% | -13% | -23% | 5% | 50%
CCN(CCCNC(=O)CCCOc1cc(=O)n(C)c2ccccc12)Cc1ccccc1
→ ? | ? | 0% | -51% | 0.2% | 3 | -6% | 5% | 0% | 1% | -1%
Cc1cc(=O)[nH]c(SCC(=O)Nc2nonc2C)n1
→ 0% | 6% | -2% | -26% | -0.7% | 0 | -3% | -1% | 0% | 0% | 1%
Cc1cccc(/C=N/NC(=O)Cn2nc(C)cc2C)n1
→ 0% | -1% | 27% | 2% | -0.2% | -1 | -5% | -5% | 5% | 0% | 9%
O=C(NCN1C(=O)C2C3C=CC(C3)C2C1=O)Nc1nncs1 (centres undefined)
→ 3% | 2% | 10% | 15% | -0.9% | 1 | -4% | 6% | 0% | -1% | 1%

The list goes on.
Every second line gives: ELG1 genotox | uPA generation | a7 integrin act | BRCA1 expr act | B2AR arrestin | TRPV1 agonist | TSG101-PTAP inh | Eya2 phos inh | ASM inhibitor | USP2a inh | p53 reactivation
Cc1ccc2c(c1)c1ncnc(N3CCC4(CC3)OCCO4)c1n2C
→ 15% | nt | nt | nt | 0.1% | 5 | nt | 8% | nt | 2% | ?
O=c1[nH]c(CSc2nc(-c3ccc(F)cc3)cs2)nc2ccccc12
→ -1% | 0% | 5% | -24% | -0.2% | 1 | -6% | 2% | 1% | 4% | -3%
O=S(=O)(c1ccc2oc3ccc(S(=O)(=O)N4CCCCC4)cc3c2c1)N1CCCCC1
→ 0% | 0% | 7% | -18% | -0.2% | -2 | -1% | 8% | 3% | 4% | 21%
CCOC(=O)CN1C(=O)/C(=C/c2cccc(Br)c2)Oc2ccccc21
→ 0% | 1% | -2% | -60% | 0.1% | 21 | 0% | 5% | 386%[activator] | -3% | 0%
Cc1ccc(Nc2nc(-c3cccnc3)cs2)cc1Cl
→ 21µM* | -5% | 13% | ? | -0.7% | 1 | 1% | -7% | -6% | 1% | -8%
CC(C)CN(C(=O)c1cccc(S(=O)(=O)N2CCN(c3ccc(F)cc3)CC2)c1)C1CCS(=O)(=O)C1 (centres undefined)
→ 1% | -19% | -7% | -23% | 0.4% | -2 | 0% | 17% | 0% | 1% | 1%
O=[N+]([O-])c1ncccc1OCc1ccc(-c2ccccc2)cc1
→ 6% | 10% | 9% | 8% | -0.4% | 2 | 3% | 12% | 4% | 3% | 2%
Cc1ccnc(NC(=O)COc2ccc3c(c2)CCC3)c1
→ 2.1µM* | 3% | 4% | -4% | -0.1% | ? | 0% | 1% | 6% | 4% | 13%
CC1(C)CC(NC(=O)c2c(N)no[n+]2[O-])CC(C)(C)N1
→ -2% | 3% | 16% | 24% | -0.3% | 1 | 1% | -14% | 0% | 1% | 3%
CCCCN(Cc1cc2cccc(C)c2[nH]c1=O)S(C)(=O)=O
→ -4% | 1% | -24% | 5% | -0.2% | 2 | 1% | -2% | -1% | 0% | -6%
COc1ccc(C2=CC(c3sccc3C)n3nnnc3N2)cc1 (centres undefined)
→ ? | 0% | -15% | 79% | 3.2% | 0 | -4% | -6% | 8% | 1% | ?
N/C(=N\OC(=O)C12CC3CC(CC(C3)C1)C2)c1cccnc1
→ 3% | 0% | -22% | 80% | 0.1% | 29 | -2% | -27% | 3% | 9% | 5%
O=C(c1ccc(NC2=NC3CS(=O)(=O)CC3S2)cc1)N1CCN(c2ccccc2F)CC1 (centres undefined)
→ 9% | ? | -5% | -13% | -0.7% | 1 | 1% | 11% | -6% | 1% | nt

Rows were taken by chance; overall some 2.6% were active at least once.
